High-throughput results: PubChem, several laboratories
MrgX1 allo act – positive allosteric modulators of MrgX1, primary screen, HEK293 cells, Fluo-4 calcium flux; B-score at 10 µM; hit rate 0.63% among 310,000; FDSS; stronger effect = higher value;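 active means plate-corrected calcium response at least 3 library SD above typical, normal starting fluorescence, not activating the receptor alone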;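 further: compound read alongside a low EC10 to EC30 dose of BAM8-22 agonist; peak minus trough fluorescence over baseline measured at the second addition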
Target sequence (Q96LB2 whole entry, looked up): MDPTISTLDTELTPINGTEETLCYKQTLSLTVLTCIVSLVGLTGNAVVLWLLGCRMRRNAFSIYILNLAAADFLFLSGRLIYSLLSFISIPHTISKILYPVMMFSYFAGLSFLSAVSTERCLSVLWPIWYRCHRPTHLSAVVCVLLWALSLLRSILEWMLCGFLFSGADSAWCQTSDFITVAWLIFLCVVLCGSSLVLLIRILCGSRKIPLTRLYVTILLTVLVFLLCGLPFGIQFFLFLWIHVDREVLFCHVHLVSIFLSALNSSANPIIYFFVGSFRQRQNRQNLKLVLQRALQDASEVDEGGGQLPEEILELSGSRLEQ
Platelet DG rel – inhibitors of platelet dense granule secretion, primary screen, cell-based, MLPCN, human platelets; human platelet-rich plasma, SFLLRN dense granule ATP release, luminescence; AID 1663, 2009; hit rate 0.22% among 300,000; inhibition, %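 (compounds screened at 7.5 µM in platelet-rich plasma)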;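 active means mean replicate score, as percent of positive control, at or above 50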
RGS4 act – RGS4 potentiators or activators, primary screen, cell-based, HEK293 M3R inducible RGS4, calcium flux. carbachol calcium flux Fluo4; stronger effect = lower value. B-score at 10 µM. hit rate 0.92% among 310,000. AID 463111, 2010;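 active means B-score of the integrated calcium signal more than 4 SD below the library mean, with starting fluorescence not abnormally high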;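 further: negative B-score means reduced calcium response which marks RGS4 activation or potentiation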
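Assay system: HEK293 FlpIn-TREx cells, stable M3R, doxycycline-inducible RGS4 / Probe or stimulus: carbachol, ECmax concentration / Times: overnight RGS4 induction, 30 min dye load 37 °C, 20 min compound RT / Signal: kinetic calcium fluorescence imaging with Fluo4-AM dye, 2 µM / Measure: Agonist-evoked peak-minus-minimum fluorescence over baseline, integrated ratio, B score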
RGS4 block – RGS4 inhibitors, primary screen, cell-based, HEK293 M3R inducible RGS4, calcium flux; Regulator of G-protein signaling 4 (Homo sapiens), P49798; Fluo-4 calcium flux; stronger effect = higher value; triggered by carbachol at its EC20; B-score at 10 µM; hit rate 0.45% among 310,000; AID 463165, 2010;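 active means B-score, a plate-corrected calcium signal, over three deviations above library mean, with baseline fluorescence within five deviations of library mean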;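 further: RGS4 expression induced by doxycycline in cells with stable M3 receptor; B-score is computed from the integrated fluorescence ratio over baseline after carbachol; higher B-score means a larger calcium signal and so more RGS4 inhibition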
Target sequence (P49798 whole entry, looked up): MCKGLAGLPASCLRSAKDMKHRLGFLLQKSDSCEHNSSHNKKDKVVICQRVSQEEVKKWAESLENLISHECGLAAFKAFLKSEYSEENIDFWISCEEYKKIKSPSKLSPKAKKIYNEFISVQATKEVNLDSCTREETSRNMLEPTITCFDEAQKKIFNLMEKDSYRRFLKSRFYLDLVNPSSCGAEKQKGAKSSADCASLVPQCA
HIF activator – HIF pathway transcriptional activators, primary screen, cell-based, U2OS HRE-luciferase, luminescence; AID 1910, 2009; activation, % at 7.5 µM (by protocol); U2OS HRE-luciferase reporter; normalized: DMSO 0%, desferrioxamine 100%; hit rate 0.32% among 300,000;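 active means mean activation of at least 10% of the iron chelator positive control signal, with at least half of replicates also reaching 10%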
TRPC4 inh – inhibitors of mouse TRPC4 channel, primary screen, Fluo4 calcium, HEK293 TRPC4beta/mu-opioid cells; Short transient receptor potential channel 4 (Mus musculus), Q9QUQ5; AID 2247, 2010; hit rate 0.39% among 300,000; DAMGO-evoked Fluo4 calcium flux; stronger effect = lower value; B-score at 10 µM;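 active means B-score over 3 SD under the library average, no early fluorescence shift, positive overall ratio signal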
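material = TRPC4beta/mu-opioid receptor HEK293 cell line | probe or stimulus = sequential submaximal and maximal DAMGO stimulation | compound dosing = one concentration per compound | measured by = Fluo4 Ca2+ flux fluorescence | evaluation = integrated fluorescence ratio relative to baseline, converted to per-well B score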
MrgX1 agonist – agonists of human MrgX1 receptor, primary screen, HEK293 cells, Fluo-4 calcium flux; Mas-related G-protein coupled receptor member X1 (Homo sapiens), Q96LB2; Fluo-4 calcium fluorescence, agonist mode; stronger effect = higher value; B-score at 10 µM; hit rate 0.44% among 310,000; AID 588627, 2011;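 active means calcium response B-score plate-corrected fluorescence ratio at least 3 library SD, with starting fluorescence B-score inside 5 SD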
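Material: HEK293 cells stably expressing human MrgX1 receptor | Quantity: 15,000 cells per well | Times: Cells plated overnight, dye loaded 0.5 h 37 °C, 0.5 h room temperature | Measured by: Kinetic Fluo-4 NW fluorescence of intracellular calcium | Control set: Positive and negative controls per plate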
MrgX1 antagonist – antagonists of human MrgX1 receptor, primary screen, HEK293 cells, Fluo-4 calcium flux. hit rate 1.3% among 310,000. AID 588676, 2011. BAM8-22 antagonism; stronger effect = lower value. Mas-related G-protein coupled receptor member X1 (Homo sapiens), Q96LB2. B-score at 10 µM;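 active means calcium-response B-score plate-corrected more than 3 library SD below zero, starting fluorescence within 5 deviations, no agonist response on first addition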;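 further: peak minus trough fluorescence over baseline after final BAM8-22 challenge near maximal dose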
TRPC6 act – mouse TRPC6 channel activators, primary screen, cell-based, HEK293, membrane potential dye. B-score at 10 µM. HEK293-TRPC6 membrane potential dye fluorescence; stronger effect = higher value. hit rate 0.13% among 310,000;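 active means B-score of the integrated fluorescence ratio above library mean plus 3 SD, and starting fluorescence ratio within library mean plus 5 SD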;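 further: higher score means more depolarization so channel activation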
TRPC6 inh – mouse TRPC6 channel inhibitors, primary screen, cell-based, HEK293, membrane potential dye. Short transient receptor potential channel 6 (Mus musculus), Q61143. ACh-evoked depolarization; stronger effect = lower value. B-score at 10 µM. hit rate 1.1% among 310,000. AID 2553, 2010;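 active means B-score under library mean minus 3 SD, initial fluorescence not abnormally high, positive integrated signal ratio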;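 further: B-score derived from integrated fluorescence ratio over the kinetic read; more negative B-score means stronger inhibition of depolarization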
SKKanGAS inh – S. pyogenes SKKanGAS growth inhibitors in kanamycin, primary screen, streptokinase expression inhibitor project, SKKanGAS strain, BacTiter-Glo luminescence | inhibition, % at 7.5 µM | hit rate 1.3% among 300,000 | 6 h | AID 1662, 2009;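 active means mean replicate score, as percent of positive control median, at least 50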;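 further: strain carries kanamycin resistance gene driven by streptokinase promoter and grows in 40 µg/ml kanamycin; loss of luminescence reflects streptokinase promoter inhibition or plain growth inhibition; 0% = median of DMSO wells and 100% = positive control at its reference dose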
The depositor's hits bear a star; i = inactive; nt = no result given. Compounds were not picked by outcome, and some 6.1% of all compounds hit somewhere here.

SMILES	MrgX1 allo act	Platelet DG rel	RGS4 act	RGS4 block	HIF activator	TRPC4 inh	MrgX1 agonist	MrgX1 antagonist	TRPC6 act	TRPC6 inh	SKKanGAS inh
COC(=O)c1ccc(C(NC(=O)OCc2ccccc2)/C(C)=C/[C@@H](C)C(=O)NCc2ccc(OC)c(OC)c2)cc1 (some centres undefined)	i	-2	i	i	-0.6	i	i	i	i	i	4
CCCCNC1C(CC)C(CCC)C(C#N)(C#N)C1(C#N)C#N (centres undefined)	i	-4	i	i	0.9	i	i	i	i	i	-19
Cc1cc(C(=O)COc2ccccc2C(N)=O)c(C)n1CC1CCCO1 (centres undefined)	i	13	i	i	0.5	i	i	-4.7*	i	i	-1
O=C(CCC(=O)N1CCN(S(=O)(=O)c2ccc3ccccc3c2)CC1)Nc1cc(Cl)cc(Cl)c1	i	-7	i	i	-0.4	i	i	i	i	i	11
C#CCSc1nsc(SCC#C)c1C#N	i	5	i	i	0.3	i	i	i	i	i	3
CCS(=O)(=O)C1=NN2C(=N)/C(=C\c3ccc(OCCOc4cccc(OC)c4)c(OC)c3)C(=O)N=C2S1	i	5	i	i	0.6	i	i	i	i	i	29
CC(=O)Nc1ccc(S(=O)(=O)N2CCC(C(=O)NCc3ccncc3)CC2)cc1	i	0	i	i	-0.6	i	i	i	i	i	-1
O=C(CCNc1ccc(Cl)c(C(F)(F)F)c1)c1ccco1	i	-5	i	i	-0.2	i	i	i	i	i	-2
Cc1cccc(OCC(=O)N/N=C\c2cc3c(cc2[N+](=O)[O-])OCO3)c1C	i	-1	i	i	nt	i	i	i	i	i	4
Cc1onc(-c2ccccc2Cl)c1C(=O)Nc1nnc(-c2ccc(F)cc2)s1	i	1	i	i	-0.6	i	i	i	i	i	25
CCc1cccc(NC(=O)CCNS(=O)(=O)c2cc(Br)cnc2N)c1	i	2	i	i	0.1	i	i	i	i	i	-2
CC[C@H]1OC(=O)[C@H](C)[C@@H](O[C@H]2C[C@@](C)(OC)[C@@H](O)[C@H](C)O2)[C@H](C)[C@@H](O[C@@H]2O[C@H](C)C[C@H](N(C)C)[C@H]2O)[C@](C)(OC)C[C@@H](C)C(=O)[C@H](C)[C@@H](O)[C@]1(C)O	i	13	i	i	-0.2	i	i	i	i	i	104*
CCOC(=O)N1CCN(c2nc3ccc(C(=O)c4ccccc4)cc3n3cnnc23)CC1	i	0	i	i	0.1	i	i	i	i	i	8
CCCCOCCCNC(=O)c1ccc2c(c1)OCO2	i	-2	i	i	nt	i	i	i	i	i	-15
COc1ccccc1C(=O)Nc1ccc(N2CCCCC2)cc1	i	11	i	i	2.6	i	i	i	i	i	7
Cn1cccc1CC(=O)NNC(=S)Nc1ccc(F)cc1	i	14	i	i	-0.1	i	i	i	i	i	-12
CC(=O)N1CCN(c2ccc(NC(=O)C(c3ccccc3)c3ccccc3)cc2)CC1	i	11	i	i	-1.8	i	i	i	i	i	4
CN(C)c1nc(-c2cccnc2)nc(-c2ccc(Cl)cc2)c1C#N	i	1	i	i	0.0	i	i	i	i	i	10
COc1cc2c(cc1OC)C(c1cccc([N+](=O)[O-])c1)NC(=O)C2 (centres undefined)	i	-4	i	i	-0.5	i	i	i	i	i	-5
COc1cccc(CN2CCN(C(=O)C3CCC(=O)N(C4CCCC4)C3)CC2)c1 (centres undefined)	i	2	i	i	-0.6	i	i	i	i	i	-2
O=C(O)c1ccc(-c2ccccc2C(F)(F)F)o1	i	-2	i	i	-0.1	i	i	i	i	i	-7
O=c1[nH]c(CN2CCN(c3ccccc3O)CC2)nc2ccccc12	i	-7	i	i	-0.1	i	i	i	i	i	-6
O=C1OC/C(=C(/O)c2ccc(Cl)cc2)C1=O	i	-3	i	i	-0.1	i	i	i	i	i	2
S=C(NCCSCc1ccccc1Cl)Nc1ccccc1	i	-1	i	i	0.3	i	i	i	i	i	20
CCN1CCN(S(=O)(=O)c2ccc(Br)s2)CC1	i	2	i	i	-0.8	i	i	i	i	i	-1
CC(NC(=O)c1noc2c1CCCCC2)c1ccccc1 (centres undefined)	i	5	i	i	0.9	i	i	i	i	i	0
C/C(Cn1cnc([N+](=O)[O-])n1)=N\NC(=O)c1ccc(Br)cc1	i	-3	i	i	0.3	i	i	i	i	i	-2
COc1ccc(CCNC(=O)Nc2cccs2)c(OC)c1	i	13	i	i	-2.7	i	i	i	i	i	4
O=[N+]([O-])c1ccc(NCCCNS(=O)(=O)c2ccc(Cl)cc2)c(Cl)c1	i	-1	i	i	nt	i	i	i	i	i	-5
COC(=O)/C(=N\Nc1ccc(Cl)cc1)Sc1nnc(-c2ccc(OC)cc2)n1C	i	-12	i	i	-0.7	i	i	i	i	i	6
CCOc1ccc(-n2c(O)c(/C=N/c3ccnn3Cc3ccncc3)c3ccccc3c2=O)cc1	i	-1	i	i	-0.5	i	i	i	i	i	1
CC1(C)CC(=O)C(C=NCC2CCN(C(=O)Nc3ccc(Cl)c(Cl)c3)CC2)=C(O)C1	i	2	i	i	0.3	i	i	i	i	i	3
COCCNC(=O)C(c1ccc(F)cc1)N(Cc1cccs1)C(=O)CCC(=O)Nc1ccccn1 (centres undefined)	i	-1	i	i	-0.2	i	i	i	i	i	-5
c1nc(N2CCOCC2)c2[nH]cnc2n1	i	1	i	i	3.8	i	i	i	i	i	2
C=CCn1c(CNS(=O)(=O)c2ccc(Cl)cc2)n[nH]c1=S	i	-1	i	i	0.0	i	i	i	i	i	-3
COc1cc2c(cc1OC)C(C(=O)Nc1ccccn1)C(c1cccnc1)N(C)C2=O (centres undefined)	i	-1	i	i	-0.6	i	i	i	i	i	0
CCn1nc(C(=O)OCC(=O)N(CC(C)C)c2c(N)n(Cc3ccccc3)c(=O)[nH]c2=O)c2ccccc2c1=O	i	-3	i	i	1.1	i	i	i	i	i	15
CCCC(=O)Nc1ccc2oc(=O)ccc2c1	i	6	i	i	-0.9	i	i	i	i	i	-3
Cc1noc(C)c1C(=O)OCC(=O)c1ccc[nH]1	i	7	i	i	0.0	i	i	i	i	i	2
COC(=O)CCC(=O)OC1(C)C(=O)C=C2C=C(C3CC3)N(Cc3ccccc3)C=C2C1=O (centres undefined)	i	8	i	i	-0.5	i	i	i	i	i	7
O=C(Nc1ccc(N2CCN(C(=O)c3cccs3)CC2)cc1)c1ccccc1F	i	-12	i	i	-21	i	i	i	i	i	1
CC(=O)Nc1ccc(N2CCOCC2)c(Cl)c1	i	1	i	i	0.1	i	i	i	i	i	-4
COC(=O)c1ccc(C)c(NC(=O)C(CCSC)NC(=O)c2cc(OC)c(OC)c(OC)c2)c1 (centres undefined)	i	4	i	i	0.4	i	i	i	i	i	-2
Cc1csc(=O)n1CC(=O)OCC(=O)NCc1ccccc1	i	0	i	i	0.0	i	i	i	i	i	10
COc1ccccc1N/C(=N/S(=O)(=O)c1ccc(C)cc1)c1ccccc1	i	-3	i	i	nt	i	i	i	i	i	-2

Two compounds picked at random from the list so far, as already listed:
SMILES	MrgX1 allo act	Platelet DG rel	RGS4 act	RGS4 block	HIF activator	TRPC4 inh	MrgX1 agonist	MrgX1 antagonist	TRPC6 act	TRPC6 inh	SKKanGAS inh
CCn1nc(C(=O)OCC(=O)N(CC(C)C)c2c(N)n(Cc3ccccc3)c(=O)[nH]c2=O)c2ccccc2c1=O	i	-3	i	i	1.1	i	i	i	i	i	15
C=CCn1c(CNS(=O)(=O)c2ccc(Cl)cc2)n[nH]c1=S	i	-1	i	i	0.0	i	i	i	i	i	-3

(continued)
SMILES	MrgX1 allo act	Platelet DG rel	RGS4 act	RGS4 block	HIF activator	TRPC4 inh	MrgX1 agonist	MrgX1 antagonist	TRPC6 act	TRPC6 inh	SKKanGAS inh
Cc1ccc(OCC(=O)Nc2ccc3c(c2)nc(CCN2CCOCC2)n3C)cc1	i	4	i	i	-0.1	i	i	i	i	i	-1
CCOC(=O)C1(CCOc2ccccc2)CCN(Cc2ccccc2O)CC1	i	-6	i	i	0.7	i	i	i	i	i	4
Cn1c(Cn2cnc([N+](=O)[O-])n2)nnc1SCC(=O)Nc1cccc(Cl)c1	i	0	i	i	-0.3	i	i	i	i	i	-5
CCn1c(SCC(=O)c2ccc(Cl)cc2)nnc1-c1cccs1	i	-2	i	i	2.1	i	i	i	i	i	4
CCc1nnc(NS(=O)(=O)c2ccc(N=CC3=C(O)CC(C)(C)CC3=O)cc2)s1	i	-6	i	i	-0.1	i	i	i	i	i	-9
COc1ccc(N2CCN(C(=O)c3ccc(N(C)S(=O)(=O)c4ccc(OC)cc4)cc3)CC2)cc1	i	2	i	i	-0.8	i	i	i	i	i	-6
CN1C(=O)N(C)c2cccc3cccc1c23	i	0	i	i	1.3	i	i	i	i	i	-15
CC(C)CCn1nc(C(=O)OC(C)C(=O)NC(N)=O)c2ccccc2c1=O (centres undefined)	i	10	i	i	0.7	i	i	i	i	i	4
Cc1ccc(-c2onc3ccc(C4OCCO4)cc23)cc1	i	-4	i	i	3.6	i	i	i	i	i	nt
COC/C=C/C1=CC2=CC(=O)C(C)(OC(=O)c3cnc4ccccc4n3)C(=O)C2=CN1Cc1ccccc1 (centres undefined)	i	0	i	i	-0.7	i	i	i	i	i	6
COC(=O)C1=C[C@@H](C(=O)OC)[C@@H]2C3=C(C(=O)[C@@]2(C)NC(=O)c2ccccc2)[C@H](C)n2c(=O)n(C)c(=O)n2[C@@H]3C1	i	2	i	i	-2.4	i	i	i	i	i	1
CCOC(=O)C1=C(C)NC(=O)C(C(N)=O)C1c1ccccc1 (centres undefined)	i	-2	i	i	-0.6	i	i	i	i	i	-3
Cc1ccc2cc(C#N)c(N3CCCN(C(=O)c4cnccn4)CC3)nc2c1	i	4	i	i	-0.5	i	i	i	i	i	1
